Screening results as filed in PubChem BioAssay.
ANO1 activ = mouse TMEM16A channel activation, primary screen; Q8BHY3; HEK293 TMEM16A/YFP-H148Q/I152L, iodide quench fluorescence; hits give low values; B-score at 10 µM; 340,000 tested, 0.3% active;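 active = fluorescence-ratio B-score plate-corrected deviation score at least 3 library SD below zero, with starting fluorescence score within 5 deviations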;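 note: channel opened by trigger with iodide after compound preincubation; score built on the fluorescence ratio of max minus min over baseline; more negative score means more quench and so TMEM16A activation or potentiation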
ANO1 block = inhibitors of mouse TMEM16A calcium-activated chloride channel; Q8BHY3; HEK293 TMEM16A/YFP iodide influx fluorescence, ionomycin; 310,000 tested, 1.2% active; normalized B-score (activity score, 25-100; higher = stronger inhibition) at 10 µM; AID 588511;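 active = ratio plate-corrected score three or more library SD toward inhibition, starting fluorescence score within five deviations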;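 note: score derived from kinetic fluorescence span divided by baseline fluorescence per well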
KCNK3 block = human KCNK3 channel inhibition, primary screen. AID 602410. 340,000 tested, 0.84% active. B-score at 10 µM. CHO-KCNK3 thallium flux, FluxOR fluorescence; hits give low values;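 active = B-score under library mean minus 4 SD, starting fluorescence ratio at most library mean plus 5 SD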;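 note: more negative B-score means stronger inhibition of thallium flux through KCNK3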
Target sequence (O14649 whole entry, looked up): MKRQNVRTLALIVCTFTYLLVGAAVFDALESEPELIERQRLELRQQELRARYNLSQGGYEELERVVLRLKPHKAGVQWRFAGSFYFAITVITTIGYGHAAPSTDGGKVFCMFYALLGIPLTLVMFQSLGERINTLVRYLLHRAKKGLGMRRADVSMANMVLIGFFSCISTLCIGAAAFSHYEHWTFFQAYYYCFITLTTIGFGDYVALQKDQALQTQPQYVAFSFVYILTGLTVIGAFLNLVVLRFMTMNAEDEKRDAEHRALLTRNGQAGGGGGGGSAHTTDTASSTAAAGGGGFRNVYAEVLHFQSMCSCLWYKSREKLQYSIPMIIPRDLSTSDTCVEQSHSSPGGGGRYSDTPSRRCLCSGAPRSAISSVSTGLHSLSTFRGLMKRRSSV
RGS4 inh = inhibitors of human RGS4; HEK293 M3R/RGS4 inducible, Fluo-4 calcium flux; hits give high values; triggered by carbachol at its EC20; B-score at 10 µM; P49798; 310,000 tested, 0.45% active;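 active = B-score, a plate-corrected calcium signal, over three deviations above library mean, with baseline fluorescence within five deviations of library mean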;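 note: RGS4 expression induced by doxycycline in cells with stable M3 receptor; B-score is computed from the integrated fluorescence ratio over baseline after carbachol; higher B-score means a larger calcium signal and so more RGS4 inhibition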
hERG protect = compounds protecting human hERG from proarrhythmic drug block; Q12809; CHO-hERG, FluxOR thallium flux, dofetilide IC70 present; activation (rescue from dofetilide block), less the hit threshold, % at 10 µM; 310,000 tested, 0.51% active; AID 1511;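 active = activation above the mean of controls blocked by dofetilide plus 5 SD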;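 note: thallium influx through hERG after potassium depolarization seen as dye fluorescence rise; in these data hits start at about 4.7%; inactives centre near -7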
HDAC3 inh = blocks human histone deacetylase 3; O15379; 320,000 tested, 0.15% active; recombinant HDAC3, fluorogenic peptide/trypsin coupled, fluorescence; inhibition, % at 8.3 µM; in the data active = inhibition above about 26%, passing the limit was not always enough; inconclusive = no clear call, values can overlap the other calls
SKKanGAS inh = inhibitors of SKKanGAS S. pyogenes growth in kanamycin (SK-promoter or general growth effect). AID 1662. BacTiter-Glo, 6 h. inhibition, % at 7.5 µM. 300,000 tested, 1.3% active;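 active = mean replicate score, as percent of positive control median, at least 50; inconclusive = mean below 50 but one replicate at or above 50; inactive = mean and every replicate below 50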;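 note: strain carries kanamycin resistance gene driven by streptokinase promoter and grows in 40 µg/ml kanamycin; loss of luminescence reflects streptokinase promoter inhibition or plain growth inhibition; 0% = median of DMSO wells and 100% = positive control at its reference dose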
RGS4 pot = RGS4 potentiation or activation; 310,000 tested, 0.92% active; HEK293 M3R/inducible RGS4, carbachol calcium flux Fluo4; hits give low values; B-score at 10 µM;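 active = B-score of the integrated calcium signal more than 4 SD below the library mean, with starting fluorescence not abnormally high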;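 note: negative B-score means reduced calcium response which marks RGS4 activation or potentiation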
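Detection: kinetic calcium fluorescence imaging with Fluo4-AM dye, 2 µM / Material: HEK293 cells with stable M3R and inducible RGS4 / Schedule: recording 10 s baseline at 1 Hz, 100 s post-agonist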
KCNQ1 block = blocks the human KCNQ1 potassium channel; CHO-K1 KCNQ1, FluxOR thallium flux fluorescence; hits give high values; B-score at 10 µM; 310,000 tested, 1.3% active;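 active = compounds whose thallium flux B-score, printed positive for inhibition, exceeds three library SD while starting fluorescence stays within three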;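 note: channel opened by potassium depolarization with thallium stimulus after 20 min compound exposure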
Target sequence (P51787 whole entry, looked up): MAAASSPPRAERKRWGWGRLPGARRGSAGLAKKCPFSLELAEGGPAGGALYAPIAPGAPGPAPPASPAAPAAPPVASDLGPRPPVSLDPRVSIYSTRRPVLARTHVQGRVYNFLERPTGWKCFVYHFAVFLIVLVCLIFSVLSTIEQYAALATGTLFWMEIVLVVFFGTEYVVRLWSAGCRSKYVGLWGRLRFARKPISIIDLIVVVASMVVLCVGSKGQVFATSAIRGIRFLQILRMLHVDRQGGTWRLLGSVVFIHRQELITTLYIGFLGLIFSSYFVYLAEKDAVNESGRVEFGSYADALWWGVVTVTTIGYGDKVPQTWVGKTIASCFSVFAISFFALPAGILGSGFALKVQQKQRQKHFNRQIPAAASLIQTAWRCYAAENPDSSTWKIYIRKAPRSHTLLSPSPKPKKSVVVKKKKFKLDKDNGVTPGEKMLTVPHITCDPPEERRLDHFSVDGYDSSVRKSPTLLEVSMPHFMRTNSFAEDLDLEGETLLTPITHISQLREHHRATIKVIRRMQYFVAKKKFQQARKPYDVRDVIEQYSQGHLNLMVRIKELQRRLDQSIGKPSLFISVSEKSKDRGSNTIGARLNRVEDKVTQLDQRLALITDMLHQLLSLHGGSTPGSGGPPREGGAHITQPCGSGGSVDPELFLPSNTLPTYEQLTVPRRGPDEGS
KCNK9 block = human KCNK9 channel inhibition; 310,000 tested, 1.2% active; B-score at 10 µM; Q9NPC2; HEK293 KCNK9, FluxOR thallium flux fluorescence; hits give low values;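 active = ratio B-score over 3 SD below the library mean, with starting fluorescence within 5 SD of its mean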;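 note: negative B-score means less thallium flux so channel inhibition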
KCNQ1 act = potentiators or activators of human KCNQ1 potassium channel | 310,000 tested, 0.35% active | P51787 | AID 2648 | CHO-K1 KCNQ1, thallium flux FluxOR fluorescence; hits give high values | B-score at 10 µM;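 active = fluorescence ratio B-score, a plate-corrected score, at least three library SD, with initial intensity B-score within 5 SD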
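Medium – assay buffer, equal DMSO in all wells · Material – CHO-K1 cell line with stable KCNQ1 potassium channel expression · Signal – kinetic FluxOR thallium fluorescence, 10-s 1-Hz baseline, 110-s post-stimulus read · Compound – single concentration per compound, DMSO matched to controls · Schedule – 37 °C overnight plating, 90-min dark dye load, 20-min compound pretreatment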
Active calls of the source: *; i = inactive; ? = inconclusive; nt = not tested or not shown.

Each structure is followed by: ANO1 activ	ANO1 block	KCNK3 block	RGS4 inh	hERG protect	HDAC3 inh	SKKanGAS inh	RGS4 pot	KCNQ1 block	KCNK9 block	KCNQ1 act
> OCCN1CCN(CCOc2ccccc2-c2ccccc2)CC1
 : i	i	i	i	-1	0	-1	i	i	i	i
> COc1ccc(NS(=O)(=O)c2ccc(C)c(C(=O)N(C)Cc3ccc(OC)cc3OC)c2)cc1
 : i	i	i	i	-20	-2	-2	i	i	i	i
> CCCC12CN3CC(C)(CN(C1)C31CCCCC1)C2=O
 : i	i	i	i	-5	0	2	i	i	i	i
> COc1ccc(NC(=O)CSc2nn3c(=O)c(C)nnc3s2)cc1
 : i	i	i	i	-8	0	46	i	i	i	i
> CCCn1c(Cc2ccccc2)nnc1SCC(=O)N1CCOCC1
 : i	i	i	i	-12	-3	-6	i	i	i	i
> C=CCNC(=O)c1ccccc1NC(=O)C1COc2ccccc2O1 (stereo not given)
 : i	i	i	i	-8	-3	-1	i	i	i	i
> Cc1ccc(/C=C/c2ccc(=O)n(Cc3ccc(Cl)cc3Cl)n2)cc1
 : i	i	i	i	-8	-9	7	i	i	i	i
> O=S(=O)(c1ccc2ccccc2c1)N1CCc2ccccc21
 : i	i	i	i	-5	0	28	i	i	i	i
> CN(C)C(=O)c1ccc(-c2cc(C(F)(F)F)nn2C)s1
 : i	i	i	i	-2	1	10	i	i	i	i
> O=C(CC1C(=O)NCCN1CC1CCCCC1)NCc1ccccc1Cl (stereo not given)
 : i	i	i	i	-5	-1	2	i	i	i	i
> Cc1ccc(S(=O)(=O)NCC(c2ccccc2)N2CCN(c3ccc(F)cc3)CC2)cc1 (stereo not given)
 : i	nt	i	i	-4	nt	12	i	i	i	i
> O=C(Oc1ccccc1)c1cccc(N2C(=O)CCC2=O)c1
 : i	i	i	i	2	-1	7	i	i	i	i
> O=C(Nc1ccccc1)c1cccc(Cn2cc(C(F)(F)F)ccc2=O)c1
 : i	i	i	i	-10	3	-3	i	i	i	i
> O=C(CSc1ncn[nH]1)Nc1cccc2ccccc12
 : i	i	i	i	-6	4	-6	i	i	i	i
> C=CCn1c(SCC(=O)Nc2ccccc2OC)nnc1-c1ccccn1
 : i	i	i	i	-17	-3	6	i	i	i	i
> CCc1ccc2c(c1)c(N=NC1=NC(=O)CS1)c(O)n2C
 : i	i	i	i	1	0	28	i	i	i	13*
> NC(=O)c1cccn(Cc2ccc(C(F)(F)F)cc2)c1=O
 : i	i	i	i	-2	-13	3	i	i	i	i
> CCC(C)(C)NC(=O)C(c1cccc(OC)c1OC)N(CCOC)C(=O)CCC(=O)Nc1cc(C)on1 (stereo not given)
 : i	i	i	i	-2	2	1	i	i	i	i
> O=C(NCCc1cccs1)c1ccc(Cl)cc1
 : i	i	i	i	-6	-4	6	i	i	i	i
> CCOC(=O)c1sc(N2C(=O)C(O)=C(C(=O)c3ccco3)C2c2ccco2)nc1C (stereo not given)
 : i	i	i	i	-9	3	22	i	i	i	i
> O=C(C1CC(=O)N(c2ccc(Cl)cc2)C1)N1CCN(Cc2ccc3c(c2)OCO3)CC1 (stereo not given)
 : i	i	i	i	-7	7	3	i	i	i	i
> Cc1ccc(SCC(=O)OCn2nnc3ccccc3c2=O)cc1C
 : i	i	i	i	0	nt	-1	i	i	i	i
> CN(CCc1ccccc1)C1CCCN(S(=O)(=O)CC(F)(F)F)C1 (stereo not given)
 : i	i	i	i	-7	-4	-1	i	i	i	i
> S=C(Nc1cccc(Cl)c1)N1CCOCC1
 : i	i	i	i	-7	-2	1	i	i	i	i
> S=c1[nH]nc(Cc2noc3ccccc23)n1-c1ccccc1
 : i	i	i	i	0	5	0	i	i	i	i
> CC(C)CN1C(=O)c2ccc(NC(=O)c3ccccc3F)cc2C1=O
 : i	i	i	i	-7	nt	13	i	i	i	i
> COc1ccc(S(=O)(=O)NC(N)=NCCc2ccccc2OC)cc1
 : i	i	i	i	-11	1	-6	i	i	i	i
> c1ccc(OCCCc2nc(-c3ccncc3)no2)cc1
 : i	i	i	i	-1	nt	5	i	i	i	i
> N#CCc1nc2ccccc2c(=O)[nH]1
 : i	i	i	i	-9	0	-6	i	i	i	i
> CCOC(=O)/C(C#N)=N\Nc1cc(Cl)ccc1OC
 : i	i	i	i	-8	-7	-3	i	i	i	i
> C1=C(CCNCC2CC2)CCCC1
 : i	i	i	i	-10	-3	0	i	i	i	i
> CCn1c(-c2cc(Br)ccc2O)n[nH]c1=S
 : i	i	i	i	3	-2	11	i	i	i	i
> CCN(CCNC(=O)C1CCN(S(C)(=O)=O)CC1)c1ccccc1
 : i	i	i	i	-5	3	2	i	i	i	i
> C=CCSc1nc(=O)n2cccc(C)c2n1
 : i	i	i	i	-9	-4	-18	i	i	i	i
> Cc1ccc(N2CCN(C(=O)N3CCCC3)CC2)cc1C
 : i	i	i	i	3	-1	5	i	i	i	i
> O=C(c1noc2c1CSc1ccccc1-2)N1CCN(c2ccc(Cl)cc2)CC1
 : i	25*	i	i	-12	-3	8	i	i	i	i
> CCCn1ncc(CN2CCN(Cc3ccsc3)C(CCO)C2)c1C (stereo not given)
 : i	i	i	i	-6	-9	-1	i	i	i	i
> Cn1c(=O)c(C(=O)COc2ccc(C#N)cc2)c(N)n(Cc2ccccc2)c1=O
 : i	i	i	i	2	11	0	i	i	i	i
> CSCC[C@H](NC(=O)OC(C)(C)C)C(=O)N1CCC(C(=O)NCC(=O)Nc2ccc(C)cc2)CC1
 : i	i	i	i	-4	3	-1	i	i	i	i
> COCCNC(=O)C(=O)NNC(=O)c1ccccc1OC
 : i	i	i	i	-15	0	-8	i	10*	i	i
> CCCCn1c(SC(C)C(N)=O)nc2cc(C(=O)OC)ccc2c1=O (stereo not given)
 : i	i	i	i	-1	1	3	i	i	i	i
> O=C1C2C3C=CC(C3)C2C(=O)N1CCN1CCN(S(=O)(=O)c2ccc3ccccc3c2)CC1 (stereo not given)
 : i	i	i	i	-6	2	3	i	i	i	i
> CSc1[nH]c(=O)c(C(=O)O)cc1C#N
 : i	i	i	i	-5	4	-7	i	i	i	i
> O=C(CN1N=C(c2ccc(Cl)cc2)CCC1=O)NCc1cccs1
 : nt	i	nt	i	-5	-2	-3	i	i	i	i
> CC1(C)OC(=O)C(=CNc2cccc(C(=O)O)c2)C(=O)O1
 : i	i	i	i	-7	-2	-9	i	i	i	i
> CSc1ccccc1NC(=O)C(C)N1C(=O)c2ccccc2S1(=O)=O (stereo not given)
 : i	i	i	i	-10	0	-1	i	i	i	i
> COc1cc(NC(=O)c2ccc(Cl)cc2)c(OC)cc1NC(=O)CN1CCCCC1
 : i	i	i	i	-9	2	-1	i	i	i	i
> CS(=O)(=O)N1CCN(c2ccccc2NC(=O)c2cc(Br)ccc2Cl)CC1
 : i	i	i	i	-4	-7	0	i	i	i	i
> COc1ccc(S(=O)(=O)N2CCCCCC2)cc1NC(=O)CC1OC(=O)c2ccccc21 (stereo not given)
 : i	i	i	i	-12	-15	-4	i	i	i	i
> Cc1ccc(S(=O)(=O)/N=C(\c2ccccc2)N(C)S(=O)(=O)c2ccc(C)cc2)cc1
 : i	i	i	i	-8	2	-3	i	i	i	i
> O=C(c1cc(COc2ccc(F)cc2Cl)on1)N1CCCCCCC1
 : i	i	i	i	-6	3	0	i	i	i	i
> CCOCc1nnc(NC(=O)c2cccc(OC)c2)s1
 : i	i	i	i	-3	0	2	i	i	i	i
> COc1cccc(NC=C2C(=O)OC(C)(C)OC2=O)c1
 : i	i	i	i	-9	12	-1	i	i	i	i
> FC(F)(F)c1nc(Sc2ncccc2C(F)(F)F)n[nH]1
 : i	i	i	i	-8	7	-3	i	i	i	i
> CCOC(=O)N/N=C/c1ccc(OCCSc2ccc(Cl)cc2)c(OC)c1
 : i	i	i	i	-7	10	4	i	i	i	i
> CC(C)(C)OC(=O)NCCCC[C@H](NC(=O)c1nc[nH]c1C(=O)N1CCc2ccccc2C1)C(=O)OC(C)(C)C
 : i	i	i	i	-12	?	8	i	i	i	i
> COc1ccc(S(=O)(=O)NCc2ccc3c(c2)OCO3)cc1C(=O)O
 : i	i	i	i	-12	-1	-1	i	i	i	i
> CCc1ccccc1N=C1SCC(=O)N1C
 : i	i	i	i	-8	3	1	i	i	i	i
> Nc1nc(C2CCCCC2)cs1
 : i	i	i	i	-6	-2	-2	i	i	i	i
> O=C(NCCc1nc2ccccc2[nH]1)c1ccc(Cl)c([N+](=O)[O-])c1
 : i	i	i	i	-10	-2	11	i	i	i	i

Further results follow.
Each structure is followed by: ANO1 activ	ANO1 block	KCNK3 block	RGS4 inh	hERG protect	HDAC3 inh	SKKanGAS inh	RGS4 pot	KCNQ1 block	KCNK9 block	KCNQ1 act
> CC(C)c1ccc(NC(=O)c2cnn(-c3ccccc3)c2NC(=O)c2ccco2)cc1
 : i	i	i	i	-6	2	10	i	i	i	i
> CCOc1cc(/C=N/n2cnnc2)ccc1OS(=O)(=O)c1ccc(C)cc1
 : i	i	i	i	-15	1	-22	i	i	i	i
> COC(=O)c1cc2sc(Cl)cc2n1CC(=O)N1CCCc2ccccc21
 : i	i	i	i	-8	-3	12	i	i	i	i
> Cc1c(Cc2ccccc2)c(=O)oc2cc(OCC(=O)N3CCC(C(=O)O)CC3)ccc12
 : i	i	i	i	-6	-58	9	i	i	i	i
> CN1CCN(C(=O)c2ccc(CSc3nc4ccncc4n3Cc3ccc(F)cc3)cc2)CC1
 : i	i	i	i	-7	10	-6	i	i	i	i
> O=C(O)COCC(=O)N1CCN(c2cc(C(F)(F)F)nc3ccccc23)CC1
 : i	i	i	i	-2	-3	0	i	i	i	i
> Cc1ccc(CNC(=O)C(=O)c2cn(CC(=O)N3CCOCC3)c3ccccc23)cc1
 : i	i	i	i	-3	nt	-3	i	i	i	i
> O=C(CCCN1C(=O)/C(=C/c2ccccc2Cl)SC1=S)NNC(=O)c1cccnc1
 : i	i	i	i	0	7	-1	i	i	i	i
> Cc1ccccc1N1CCN(C(=O)c2ccc(Oc3ccc(C(F)(F)F)cn3)cc2)CC1
 : i	i	i	i	-11	-2	6	i	i	i	i
> CC(C)Cn1c(N)c(C=O)c(=O)[nH]c1=O
 : i	i	i	i	-13	-1	4	i	i	i	i
> CN(CCc1ccccn1)C(=O)Nc1ccc(C(C)(C)C)cc1
 : i	i	i	i	-1	1	-1	i	i	i	i
